PGC1a acetyl inh – modulators of PGC1a acetylation; U2OS PGC1a acetylation, AlphaScreen anti-acetyl-lysine; with virally co-expressed GCN5 acetyltransferase; hit rate 0.17% among 350,000; inhibition, % at 15.6 µM; AID 651687;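 active = every replicate shows inhibition of at least 40%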;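 also: 0% = neutral control wells and 100% = positive control wells; some results beyond the cut were filed as inactive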
Cneo AK release – Cryptococcus neoformans lysis via adenylate kinase release. AID 651654. C. neoformans lysis, adenylate kinase release luminescence, 4 h; normalised: neutral wells 0, clomiphene wells 100. lysis activity, % at 15 µM. hit rate 0.2% among 360,000;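 active = mean lysis activity across replicates of at least 80%, whatever share of replicates individually reach that level; inactive = mean lysis activity below 80%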
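Material – log-phase Cryptococcus neoformans yeast cells · Input – 5 × 10^6 yeast cells/mL · Medium – fresh YPD growth medium · Doses – single compound concentration per well · Timing – static 4 h at 37 °C with compound, 1 h detection · Detection – adenylate kinase release luminescence · Read-out – signal increase indicating cell lysis · Control set – Clomiphene as positive lysis control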
C2C12 statin – suppression of simvastatin myotoxicity; hit rate 0.78% among 330,000; C2C12 myotubes + simvastatin, ATP luminescence, 48 h; scaled: DMSO 0, geranylgeraniol control 100; rescue of ATP level, % at 7.49 µM;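 active = mean ATP rescue above about 67%, or every replicate alone reaching that limit, limit read from the data, passing the limit was not always enough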;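 also: myotubes were challenged with 10 µM simvastatin during compound exposure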
Xi reactivation – activators of X-chromosome reactivation in mouse fibroblasts | hit rate 0.055% among 360,000 | activation, % at 7.58 µM | XiGFP mouse fibroblasts, % GFP-positive cells imaging, 3 d; cells co-treated with 5-aza-dC sensitizer; scaled so ellipticine positive control = 100%;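 active = mean normalized replicate activation at least 10% and every replicate at or above 10%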;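 also: 0% = median of on-plate neutral control wells and 100% = ellipticine 6 µM median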
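System: 68-5-11 XiGFP fibroblast line | Buffer or medium: DMEM containing 5-aza-dC | Compound: Single point | Times: Compounds 3 days, fix/stain 15 min at room temperature | Benchmarks: Positive control ellipticine, 6 µM final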
ERAP1 inh – ERAP1 (human) enzyme inhibition | Q9NZ08 | recombinant ERAP1, Leu-AMC fluorescence, 60 min | inhibition, % at 10.7 µM | hit rate 0.15% among 340,000;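 active = mean replicate inhibition of at least 30%, or all replicates individually reaching that 30% level; inactive = mean below 30% and not every replicate reaching it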;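 also: 0% = neutral control wells and 100% = L-leucinethiol positive control wells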
LGR2 antag – blocks bursicon-induced cAMP signaling via Drosophila LGR2. HEK293 LGR2, CRE-luciferase, bursicon-stimulated, 4 h. inhibition, % at 9.99 µM. hit rate 0.35% among 380,000. AID 720647;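 active = drop in luminescence signal, shown as inhibition above about 50% in the replicate tests, limit read from the data, passing the limit was not always enough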;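 also: agonist challenge used bursicon conditioned medium at about half maximal strength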
S100A4 inh HTS – S100A4-myosin IIA interaction inhibition; P26447; S100A4/TAMRA-MyoIIA peptide fluorescence polarization; inhibition, % at 10.7 µM; hit rate 0.14% among 360,000; AID 652163;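 active = mean inhibition of at least 70% across replicates, with every replicate also reaching that level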
Target sequence (P26447 whole entry, looked up): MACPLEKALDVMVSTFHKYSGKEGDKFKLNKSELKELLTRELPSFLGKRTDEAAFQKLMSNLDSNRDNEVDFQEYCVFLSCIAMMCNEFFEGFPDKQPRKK
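assay system = human S100A4 monomer with TAMRA-labelled myosin IIA peptide | also added = labelled myosin peptide probe, 5 nM | incubation = 5 min between mix addition and reading | control set = DMSO and TFP controls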
SIRT5 block – sirtuin-5 (human) deacylase inhibition; Q9NXA8; Purified SirT5, succinyl-peptide AMC, trypsin-coupled fluorescence; inhibition, % at 15 µM; hit rate 1.1% among 330,000; AID 652115; in the data active = inhibition above about 15%
Target sequence (Q9NXA8 whole entry, looked up): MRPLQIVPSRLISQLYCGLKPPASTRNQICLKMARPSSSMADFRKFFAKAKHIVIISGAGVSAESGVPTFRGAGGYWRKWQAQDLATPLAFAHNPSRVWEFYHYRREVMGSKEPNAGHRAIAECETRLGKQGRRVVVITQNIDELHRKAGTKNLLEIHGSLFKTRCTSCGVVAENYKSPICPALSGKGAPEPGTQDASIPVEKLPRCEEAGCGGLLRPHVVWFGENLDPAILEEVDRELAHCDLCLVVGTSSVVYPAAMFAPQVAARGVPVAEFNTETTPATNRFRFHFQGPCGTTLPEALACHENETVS
Numbers without * were called inactive; nt = no result given. The list is partial; the hit share may differ from the screen's.

SMILES	PGC1a acetyl inh	Cneo AK release	C2C12 statin	Xi reactivation	ERAP1 inh	LGR2 antag	S100A4 inh HTS	SIRT5 block
COc1ccc(-c2cc3ccccc3s2)cc1[C@H]1[C@H]2C=CC[C@@H](C)[C@@H]2C(=O)N1Cc1ccccc1	13	0	0	0.0	1	-100	-2	nt
Cc1c(C(=O)/C=C/N(C)C)nnn1-c1ccc(F)c(Cl)c1	4	0	nt	0.1	-2	-31	-7	-1
COC(=O)[C@@H](NC(=O)NCCC1=CCCCC1)C(C)C	16	-1	3	0.3	4	1	0	0
O=C(O)c1ccccc1C(=O)N(c1ccccc1)c1ccccc1	nt	nt	nt	0.3	4	-12	-4	-5
O=C(NCc1ccc(F)cc1)[C@H]1[C@H](CO)[C@H]2Cn3c(cccc3=O)[C@@H]1N2C(=O)Cc1ccccn1	nt	-2	10	0.0	0	-6	5	-2
CN(C)C(=O)C[C@H]1C=C[C@H](NC(=O)C2CC2)[C@H](CO)O1	14	-2	8	0.3	-1	14	7	3
CCOc1ccccc1NC(=O)NCCC1=CCCCC1	-19	4	-16	0.0	nt	-19	nt	nt
Cc1ccc(NC(=O)COC(=O)Cc2cccs2)c(Br)c1	0	2	nt	0.1	0	8	-2	11
COc1ccccc1NC(=O)N1CC(=O)N2[C@H](C1)[C@H](c1ccc(-c3cccc(C)c3)cc1)[C@@H]2CO	-10	nt	nt	0.0	0	3	-1	2
O=C(COC(=O)Cc1c[nH]c2ccccc12)Nc1ccc(Cl)cc1	-2	-2	-5	0.2	-7	1	-6	nt

Entries of single compounds from above.
Entry for CCOc1ccccc1NC(=O)NCCC1=CCCCC1 = PGC1a acetyl inh: -19; Cneo AK release: 4; C2C12 statin: -16; Xi reactivation: 0.0; ERAP1 inh: nt; LGR2 antag: -19; S100A4 inh HTS: nt; SIRT5 block: nt
Entry for COC(=O)[C@@H](NC(=O)NCCC1=CCCCC1)C(C)C = PGC1a acetyl inh: 16; Cneo AK release: -1; C2C12 statin: 3; Xi reactivation: 0.3; ERAP1 inh: 4; LGR2 antag: 1; S100A4 inh HTS: 0; SIRT5 block: 0

(more compounds)
SMILES	PGC1a acetyl inh	Cneo AK release	C2C12 statin	Xi reactivation	ERAP1 inh	LGR2 antag	S100A4 inh HTS	SIRT5 block
CCCC(=O)NC1=C(Cl)C(=O)c2ccccc2C1=O	nt	nt	nt	3.8	3	10	3	4
CC(=O)c1ccccc1C(=O)N1CCC(CCC(=O)NCc2ccc(F)cc2)CC1	nt	0	-8	0.1	-8	20	-6	-5
O=C(Cn1cc(COc2ccc(Cl)c(Cl)c2)nn1)NS(=O)(=O)c1ccccc1OC(F)(F)F	-29	-1	-1	0.0	-3	-5	1	-1
COc1ccc(C2CC3(CC(C)(C)NC(SC)=N3)Oc3cc(O)cc(C)c32)cc1 (stereo unspecified)	nt	nt	nt	0.0	2	17	1	-2
COc1ccc(C2CC(C(C)(C)C)=NN2c2ccc(S(N)(=O)=O)cc2)cc1 (stereo unspecified)	-18	-7	20	0.0	-1	11	-1	-6
COC(=O)C1=C(C)N(Cc2ccco2)C(=O)/C1=C\c1ccc(N(C)C)cc1	-7	-2	nt	0.2	nt	-8	nt	nt
Cn1nccc1C(=O)Nc1cc(Cl)ccc1Cl	-28	4	-20	0.0	-2	1	-2	-4
CC(Oc1ccc(Cl)cc1Cl)C(=O)Nc1ccc(O)cc1 (stereo unspecified)	-10	nt	5	0.0	-3	0	-1	-1
C[C@H](CO)N1C[C@H](C)[C@H](CN(C)S(=O)(=O)c2ccccc2F)Oc2ncc(C#Cc3ccccc3)cc2C1=O	-18	-1	19	0.4	8	nt	1	0
O=C(c1cccc(Cl)c1)C1CCCN(C(=O)c2ccoc2)C1 (stereo unspecified)	-3	nt	-3	0.1	-2	-10	5	7
COc1ccc(CCNC(=O)CCS(=O)(=O)c2ccc3c(c2)NC(=O)CO3)cc1OC	6	4	3	0.0	-1	9	9	-1
COc1cccc(-c2cnc3c(NC(C)=O)cc(-c4cccc(C(=O)NCCN(C)C)c4)cn23)c1	nt	11	-23	0.0	10	-7	-4	-2
O=C(Nc1ccccc1F)C(=Cc1sc(N2CCOCC2)nc1-c1ccccc1)C(=O)Nc1ccccc1F	5	nt	nt	0.7	0	2	19	-1
CC(C)C#Cc1ccc2c(c1)O[C@H](CN(C)Cc1ccccn1)[C@H](C)CN([C@H](C)CO)S2(=O)=O	-7	7	-5	-0.9	4	7	-5	2
CC1OC(C)(C)OC1C1CNc2nc(NC(=O)C(C)(C)C)[nH]c(=O)c2N1C(=O)c1cccnc1 (stereo unspecified)	6	1	nt	0.0	nt	-8	nt	nt
C[C@@H](O)C#Cc1ccc([C@@H]2[C@@H](CO)N3CCCCN(S(=O)(=O)Cc4ccccc4)C[C@H]23)cc1	-6	-5	33	0.2	4	-9	-4	1
COc1ccc(/C=C(\C)c2nc(C)c(-c3ccccc3)c(=O)[nH]2)cc1	-6	3	nt	-0.1	9	3	6	-7
CCCCn1c(N)c(N(CCC(C)C)C(=O)C2CC(=O)N(c3ccc(OC)cc3OC)C2)c(=O)[nH]c1=O (stereo unspecified)	nt	nt	nt	0.0	0	-4	1	13
OCc1nc2ccccc2n1CCCCOc1ccccc1	3	-3	5	-0.1	2	12	-6	-3
O=C(CNC(=O)c1ccc(Cl)cc1)OCC(=O)c1ccc2c(c1)OCCO2	16	3	6	nt	-1	-4	-1	-3
O=C1c2ccccc2NC(c2ccc(Br)o2)N1O (stereo unspecified)	-4	-1	8	0.0	4	-40	-4	-2
CC1C(=NO)C(C)C(c2ccccc2)NC1c1ccccc1 (stereo unspecified)	-10	-1	5	nt	-8	-7	-6	3
O=C(COc1ncnc2cc([N+](=O)[O-])ccc12)NC(=O)NC1CCCCC1	3	0	6	0.2	0	9	-4	nt
CCN(CC(=O)Nc1ccc(Cl)c(S(=O)(=O)N(C)C)c1)CC(=O)NC(C)C	-5	0	0	0.0	0	-11	-2	-2
FC(F)Oc1ccc(NC(=S)N2CCc3ccccc32)cc1	-3	nt	nt	0.3	7	-14	-6	10
O=C1N=c2ccccc2=C1c1sc(NS(=O)(=O)c2ccccc2)nc1O	-9	nt	nt	0.0	11	-9	2	1
CN1CCN(NC(=O)Nc2cccc(Cl)c2Cl)CC1	5	nt	nt	0.0	12	-2	-2	-3
Cc1onc(-c2ccccc2)c1C(=O)NNC(=S)NC(=O)c1ccc2c(c1)OCO2	-4	0	nt	0.5	0	1	-3	1
c1ccc2c(c1)[nH]c1ccncc12	-1	-2	2	0.0	-4	-4	-2	-4
CN(C)S(=O)(=O)Oc1ccccc1C(=O)Nc1ccccc1Cl	6	-1	11	0.1	12	-3	-4	-2
CCc1noc(C)c1C(=O)N1CCC(CCC(=O)Nc2cccc(C)c2)CC1	nt	15	nt	0.3	2	5	-6	-1
O=C1NNC(=O)C1c1ccccc1	3	-2	23	0.1	-2	-3	-8	5
CCOc1ccccc1NS(=O)(=O)c1ccc(-c2cnc(C3CC3)o2)cc1	-17	0	-52	0.2	-2	-21	-5	-1
Cc1ccc(S(=O)(=O)c2c[nH]c3cc4c(cc3c2=O)OCO4)cc1	nt	nt	nt	0.0	3	6	-4	-2
N#Cc1ccccc1-c1ccccc1C(=O)N1CCCCC1	0	-5	-3	0.1	-3	12	2	nt
CCn1c(O)c(/C=C2\C=Nc3ccccc32)sc1=O	nt	-5	nt	-0.1	0	-110	-2	-4
CN1CCCCC1(C)C(=O)NCc1ccc(C(C)(C)C)cc1 (stereo unspecified)	-1	-1	-23	0.3	-1	35	-2	nt
CNC[C@@H]1Oc2ccc(NC(=O)Nc3ccc(C(F)(F)F)cc3)cc2CC(=O)N([C@H](C)CO)C[C@H]1C	-1	-1	13	-0.1	4	11	-19	8
O=C(C[C@@H]1C=C[C@H](NC(=O)c2cnccn2)[C@H](CO)O1)NCc1ccccc1F	4	-4	-4	0.2	0	11	-8	3
O=C(COC(=O)CNS(=O)(=O)c1ccc(F)c(F)c1F)NC1CC1	13	-1	1	0.2	3	-2	4	-3

Structures listed so far that have a furan ring, fused or not, in the order listed:
SMILES	PGC1a acetyl inh	Cneo AK release	C2C12 statin	Xi reactivation	ERAP1 inh	LGR2 antag	S100A4 inh HTS	SIRT5 block
COC(=O)C1=C(C)N(Cc2ccco2)C(=O)/C1=C\c1ccc(N(C)C)cc1	-7	-2	nt	0.2	nt	-8	nt	nt
O=C(c1cccc(Cl)c1)C1CCCN(C(=O)c2ccoc2)C1 (stereo unspecified)	-3	nt	-3	0.1	-2	-10	5	7
O=C1c2ccccc2NC(c2ccc(Br)o2)N1O (stereo unspecified)	-4	-1	8	0.0	4	-40	-4	-2

Next section:
SMILES	PGC1a acetyl inh	Cneo AK release	C2C12 statin	Xi reactivation	ERAP1 inh	LGR2 antag	S100A4 inh HTS	SIRT5 block
CC(=O)NC[C@H]1[C@@H](c2ccc(-c3ccccc3F)cc2)[C@@H](CO)N1C(=O)C1CC1	5	3	10	0.1	-3	-1	1	3
COc1cccc(NC(=O)COC(=O)c2cc(=O)c3ccccc3o2)c1	nt	-1	-7	0.2	-1	-24	-1	-1
O=C(Nc1ccc(-c2nc3ccccc3[nH]2)cc1)c1c(F)c(F)c(F)c(F)c1F	3	-2	-17	-0.1	-2	20	0	-3
CCc1nc2ccc(C(=O)NCCOc3ccc(OC)cc3)cn2c1N(CC)Cc1ccc(OC)c(OC)c1	nt	0	-5	0.1	-2	-12	2	0
CCCn1nc(C(=O)N2CCCc3ccccc32)c2ccccc2c1=O	nt	nt	nt	0.0	2	32	5	-5
O=C(Nc1ccc(N2CCN(C(=O)c3ccco3)CC2)cc1)c1ccco1	18	-1	6	-0.1	-2	-9	-3	1
COc1ccc(C#Cc2ccc([C@@H]3[C@@H](CO)N4C(=O)CN(C(=O)c5ccncc5)C[C@H]34)cc2)cc1	0	nt	nt	0.3	1	5	-5	-2
CCNC(=O)C[C@@H]1CC[C@H]2[C@H](COc3ccc(NC(=O)c4ccc5c(c4)OCO5)cc3C(=O)N2C)O1	5	-1	-6	0.3	-1	7	8	0
C[C@@H]1CN([C@H](C)CO)S(=O)(=O)c2ccc(C#CC3(O)CCCC3)cc2O[C@@H]1CN(C)C(=O)Nc1ccccc1	-10	-3	19	0.0	0	15	-1	6
O=C(C[C@H]1CC[C@H]2[C@@H](COC[C@H](O)CN2C(=O)Nc2ccccc2)O1)NC1Cc2ccccc2C1	2	-6	-2	0.2	1	-15	-7	-5
O=C(NCCc1ccccc1)[C@@H]1[C@@H](CO)[C@@H]2Cn3c(cccc3=O)[C@@H]2N1Cc1ccncc1	nt	0	-1	0.0	-1	20	-4	0
C=CC[C@@H](CC(=O)NCCO)C(=O)N[C@@H](C)COC(=O)[C@H](CC=C)CC(=O)OC(C)(C)C	nt	0	3	-0.1	-7	4	-2	-1
CCOc1ncccc1-c1nc(-c2cccs2)no1	8	-5	11	0.0	-7	-66	1	-4
COc1ccccc1-c1cnc2c(c1)C(=O)N([C@@H](C)CO)C[C@@H](C)[C@H](CN(C)Cc1ccccc1)O2	-26	-4	2	-1.2	4	-13	15	2
CCCCCCn1c(=O)n2n(c1=O)C[C@]1(OC(=O)NCc3ccccc3)CN(S(=O)(=O)c3ccc(C)cc3)C[C@]1(O)C2	-2	1	1	-0.1	1	-11	-11	4
COc1ccc(CCN2CC(C(=O)NCc3ccc(F)cc3)CC2=O)cc1OC (stereo unspecified)	-5	2	8	1.4	-2	3	-2	-1
CN(C(=O)CSc1nnc(-c2ccncc2)n1-c1ccccc1)C1CCS(=O)(=O)C1 (stereo unspecified)	-3	-2	-2	-0.1	2	8	0	-6

Bioassay records as filed in PubChem BioAssay.
